Screening results (PubChem BioAssay)
HCMV inh: qHTS Assay for inhibitors of the human cytomegalovirus (HCMV) | HFF cells, HCMV-luciferase reporter, 72 h; hits give low values | activity change, negative = inhibition, % at 57.5 µM | 410,000 tested, 4.5% active; in the data active = activity change below about -60%; inconclusive = no clear call, values can overlap the other calls; inactive = above about -39%
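Cell-based, HFFs, 1000 cells/well, 16 h 37C; cpds in DMSO + HCMV-luc, MOI 1 PFU/cell; 72 h 37C; OneGlo luminescence after 5 min RT; norm. to buffer vs Salinomycin 10uM.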
AMA1-RON2 inh: qHTS for Inhibitors of AMA1-RON; Towards Development of Antimalarial Drug Lead: Primary Screen; Plasmodium falciparum AMA1 (3D7) - RON2 peptide interaction; AlphaScreen AMA1-biotinylated RON2 peptide binding; Potency, µM (doses to about 58.2 µM), without a hit: at the highest dose activity change, negative = inhibition, actives largely listed as inhibitors; 360,000 tested, 0.2% active; AID 720542, 2013; active = well fitted inhibition curve with a large enough effect; inconclusive = small, poorly fitted or top-dose-only effect; inactive = no such curve, though single readings can be large or run the other way;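 also: potency is read from the fitted curve at half-maximal effect; 0% = vehicle wells and -100% = peptide control; nearly all actives have a fitted effect of over 45% in size; some results filed as inactive show a strong effect at the top dose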
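AMA1 (3D7) with his tag at 25 nM final met compounds first, then biotinylated RON2 peptide at 25 nM; detection used donor plus acceptor beads, 10 µg/mL apiece, read by AlphaScreen after 30 min at room temperature.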
* = called active by the depositor; ? = inconclusive; [ ] = another dose, or the depositor's remark. Unless noted, % is scaled to controls: 0 for no effect and ±100 for the full control effect. Only part of the results is shown; count on the stated rates, not on these rows.

Values run as follows: HCMV inh	AMA1-RON2 inh
- Cc1ccc(S(=O)(=O)N2C[C@]3(O)C[C@@H]4C(=O)N(c5ccccc5)C(=O)[C@@H]4C[C@]3(OC(=O)NCc3ccco3)C2)cc1
 : 8	-6%
- O=C(NCCCCc1ccccc1)c1cccc(NC(=O)C2CCCC2)c1
 : -14	-1%
- CCCNc1ncc2c(=O)[nH][nH]c(=O)c2n1
 : -5	?
- O=C1CC2c3ccccc3CCN2C(=O)CN1Cc1ccccc1 (stereo not given)
 : -16	-2%
- CC(=O)c1nn(-c2ccc(C)cc2)cc1C(=O)c1cccc(Br)c1
 : 28	10%
- C[C@H]1CN(C2CCCCC2)C(=O)[C@@H]1CC(=O)Nc1ccccc1
 : -19	21%
- COc1ccc(CC(=O)C2C(=O)N(C)c3ccccc32)cc1OC (stereo not given)
 : 12	3%
- CC(=O)N1CCC2(CC1)CC(=O)c1cc(Cl)ccc1O2
 : 1	7%
- O=C(NCc1cccs1)c1csc([C@@H]2O[C@H](CO)[C@H](O)[C@H](O)[C@H]2O)n1
 : -32	-1%
- COc1ccc(/C=C2/CCCC(CN(C)C)C2=O)cc1 (stereo not given)
 : 16	-21%
- CCn1c(=O)n(C)c2c(=O)n(C)c(=O)n(C)c21
 : 15	0%
- CCc1nc2c(OCc3ccc(C(=O)N(C)C)cc3)cccn2c1N(C)C(=O)c1ccc(C)cc1
 : 21	9%
- CC(C)(C)c1ccc(SC2=C[C@@]3(O)CC[C@@H](O)[C@@](Sc4ccc(C(C)(C)C)cc4)(C2=O)[C@H]3O)cc1
 : ?	0%
- COc1ccccc1CNc1nc(Nc2ccccc2-n2cccn2)c2sccc2n1
 : -14	-21%
- O=S1(=O)CCN(C2CCCCCC2)CC1
 : -22	0%
- CC(=O)OCC1OC(n2c3c(cc(C#N)c2=S)CCCC3)C(OC(C)=O)C(OC(C)=O)C1OC(C)=O (stereo not given)
 : -7	19%
- CC1(C(=O)NS(=O)(=O)c2ccc(Br)cc2)CCN1C(=O)CC1CCCCC1 (stereo not given)
 : -2	1%
- CCOc1cc(C=NN=C2c3ccccc3-c3ccccc32)ccc1O
 : -19	?
- CN[C@H]1C[C@H]2c3cc(Oc4ccccc4C)ccc3CCN2C(=O)[C@H]1[C@H](C)O
 : -23	-10%
- COc1ccc(CN2C(=O)CN(S(C)(=O)=O)CC2(C)C(=O)NC(C)C)cc1 (stereo not given)
 : -5	3%
- Cc1ccc(OCC(=O)O/N=C(\N)Cc2cccs2)cc1C
 : 2	55%[activator]
- O=C(NCc1ccccc1)C1Cc2c(-c3ccc4c(c3)OCO4)ccnc2O1 (stereo not given)
 : -67*	-22%
- C=CCn1c(SCC(=O)NC2CCCC2)nc2ccccc21
 : -30	-5%
- Cc1ccccc1-c1csc(C(C)(O)c2ccc(F)c(F)c2)n1 (stereo not given)
 : -24	30%
- CCCCCc1c(-c2ccc(OC)cc2)ncn1CCc1ccccc1OC
 : -94*	-28%
- COc1ccc(S(=O)(=O)Nc2ccccc2)cc1
 : 2	-5%
- O=S(=O)(NC1CCCCCCC1)c1ccc(F)cc1
 : -6	7%
- COCCN1C[C@@H](CO)O[C@@H](n2cnc3c(NC4CCCC4)ncnc32)C1
 : -37	-16%
- CC(Sc1ccc(S(=O)(=O)N2CCCCC2)cn1)C(N)=O (stereo not given)
 : 17	1%
- O=C(O)C1=C2C(=O)Nc3cccc(c32)C2(C1)C(=O)Nc1ccccc12 (stereo not given)
 : 3	3%
- CCC1CC(C(=O)O)CC(=O)N1 (stereo not given)
 : 19	10%
- Cc1ccc(Cc2c(C3CCCCC3)nc3ccc(Cl)cn23)cc1
 : 9	-5%
- CCN1C[C@@H]2[C@@H]3C(=O)N(C)C(=O)[C@@H]3[C@](C)(C1=O)N2C(=O)c1ccc(F)cc1
 : 2	9%
- COC(=O)N(C)C[C@@H]1OCc2cn(nn2)CCCC(=O)N([C@H](C)CO)C[C@H]1C
 : 3	14%
- NC(=O)c1ccc(=O)n(C2OC(CO)C(O)C2O)c1 (stereo not given)
 : 73	-22%
- CCCC(CC)Sc1nc2c([nH]1)c(=S)n(C)c(=O)n2C (stereo not given)
 : -8	13%
- C[C@@H]1CN([C@H](C)CO)C(=O)c2cc(Br)cnc2O[C@H]1CN(C)C(=O)Nc1ccc2c(c1)OCO2
 : 5	17%
- O=C1c2sccc2-c2cccc3cccc1c23
 : -22	-13%
- CCC/C=C/c1ccc(CN2C(C(C)C)C(=O)N(Cc3cn(CC4CCCCC4)nn3)CCS2(=O)=O)cc1 (stereo not given)
 : -15	1%
- COc1ccc(-c2csc(C(O)c3ccc(F)cc3)n2)cn1 (stereo not given)
 : -3	-8%
- CCOC(=O)C1(NC(=O)C2(NC(=O)CN3C(=O)c4ccccc4C3=O)CCCC2)CCCC1
 : -15	3%
- CC1(C(=O)Nc2ccc(F)cc2F)CCN1C(=O)Cc1ccc(Cl)cc1Cl (stereo not given)
 : 54	23%
- COc1ccc(-c2oc3c(c2C(=O)OCCO)C(OCCCO)CCC3)cc1 (stereo not given)
 : -16	1%
- Cc1cn([C@H]2C[C@H](O)[C@@H](/C=C/C(=O)NCc3ccccc3)O2)c(=O)[nH]c1=O
 : 13	5%
- Cc1cc2nc(-c3ccco3)c(Cc3ccccc3C(F)(F)F)n2c(C)c1Br
 : -37	-1%
- CC(=O)c1c(O)c(C)c(O)c2c1OC1=Cc3c(c(C)nn3C)C(=O)C12C (stereo not given)
 : -20	-8%
- COc1ccc(CCNC(=O)c2ccc(CSc3ccc(Cl)cc3)o2)cc1OC
 : ?	-35%
- O=C(NCc1ccccc1)c1cc(C2CCCCN2C(=O)CCCc2ccccc2)on1 (stereo not given)
 : -4	13%
- CC(C)NC(=O)c1cccc2c(-c3ccc(F)c(F)c3)coc12
 : -13	8%
- COc1ccc(NC(=O)N(C)C[C@@H]2Oc3cc(C#CCN(C)C)ccc3S(=O)(=O)N([C@H](C)CO)C[C@H]2C)cc1
 : -5	9%
- O=C1c2c(O)cc(O)cc2O[C@H](c2ccc(O)cc2)[C@H]1O
 : -7	-6%
- C[C@@H]1CN([C@H](C)CO)C(=O)CCCn2nncc2CO[C@H]1CN(C)S(=O)(=O)c1cccs1
 : -1	-1%
- CCN(CC)C(=O)C1=C(C)N(CCCOC)C(=O)C(CC(=O)NC(c2ccccc2)c2ccccc2)C1 (stereo not given)
 : -13	-1%
- COc1ccc(C(=O)COC(=O)[C@H](C)NS(=O)(=O)c2ccc(NC(C)=O)cc2)cc1OC
 : -19	7%[11.6 µM]
- O=C(Nc1ccc(NC(=S)NC(=O)c2ccco2)cc1)c1ccc(Br)cc1
 : -78*	-8%
- CC1CN(C(=O)COC(=O)c2cncc(Br)c2)CC(C)O1 (stereo not given)
 : -23	-2%
- CCCC(=O)NC(c1cccc([N+](=O)[O-])c1)c1ccc2cccnc2c1O (stereo not given)
 : -98*	-70%
- CCCS(=O)(=O)NC(=O)C1(C)CCN(C(=O)c2ccccc2OC(C)=O)C1 (stereo not given)
 : 8	13%
- O=C(Nc1ccc2c(c1)OCCO2)C(CCc1ccccc1)N1CCN(c2ccc(F)cc2)CC1 (stereo not given)
 : 4	?
- Cc1ccc(S(=O)(=O)Nc2ccc(F)c(F)c2O)cc1
 : -11	15%

Further results follow.
Values run as follows: HCMV inh	AMA1-RON2 inh
- O=C(CC[C@H]1O[C@@H](n2ccc(=O)[nH]c2=O)[C@H](O)[C@@H]1O)NCc1ccccc1
 : -18	-1%
- COc1ccc2c(c1)C(=O)Nc1cc(Cl)ccc1N2
 : -30	-7%
- CC1=C(C(=O)N(C)C)CC(CC(=O)NCC2CCCCC2)C(=O)N1Cc1ccc(C(C)(C)C)cc1 (stereo not given)
 : 16	-10%
- Cc1ccccc1-c1csc(C(C)(O)c2ccccc2)n1 (stereo not given)
 : -14	16%
- c1ccc(CCc2cccnc2)cc1
 : -4	6%
- O=[N+]([O-])c1cc2ccccc2nc1-c1ccccc1
 : ?	-27%
- COc1ccc(-c2ccc3n2Cc2cnnn2-c2ccccc2-3)cc1
 : 6	?
- CCCCc1c(-c2ccc(OC)cc2)ncn1CCc1ccccc1OC
 : -85*	-18%
- COc1ccccc1NC(=O)Nc1nnc([C@H]2C[C@H](O)[C@@H](CO)O2)s1
 : 32	-1%
- CCOC(=O)[C@]12CCC=C1N(Cc1ccc3c(c1)OCO3)C(=O)[C@H](CC(=O)NCC1CCCCC1)C2
 : -6	-10%
- CCOC(=O)C1(C)CCN1C(=O)c1cc(F)cc(F)c1 (stereo not given)
 : 15	8%
- CCOC(=O)C1(C)CCCN(C(=O)c2ccc(OC)cc2OC)C1 (stereo not given)
 : -24	16%
- CCOC(=O)c1cnc(N2CC2)nc1N
 : -68*	5%
- COCCNc1nc2cc(-c3ccccc3)sc2c(=O)n1C
 : 7	-11%
- COc1ccc(CNC(=O)C2CCCC2)cc1
 : 27	-4%
- CC(=O)c1c(C)[nH]c(C(=O)NCc2ccc(Cl)cc2)c1C
 : 5	0%
- Cc1ccccc1-c1cc2nc(NCc3ccc4occc4c3)n(C)c(=O)c2s1
 : -28	2%
- CCOc1cccc2sc(N(CCN(C)C)C(=O)CCS(=O)(=O)c3ccccc3)nc12
 : 21	1%
- Cc1ccn(CC(=O)NC2CCCN(Cc3ccccc3F)C2)n1 (stereo not given)
 : -8	-7%
- COc1ccc(C2c3cc(OC)c(OC)cc3CC3C(=O)OCC32)cc1OC (stereo not given)
 : 4	-10%
- OCCN1CCN(c2ncnc3c2ncn3[C@H]2CN(Cc3ccncc3)C[C@@H](CO)O2)CC1
 : -19	10%
- CC1(C(=O)Nc2cccc(C(F)(F)F)c2)Cc2c(-c3cccc(C(N)=O)c3)ccnc2O1 (stereo not given)
 : 0	9%
- O=C1NC(=O)C(C2CCOC2=O)N1 (stereo not given)
 : -15	-10%
- O=C(O)C(C=C(Cl)Cl)N1CCOCC1 (stereo not given)
 : -23	3%
- CSc1ccc(CN2C(=O)C(C)ON=C2c2ccccc2F)cc1 (stereo not given)
 : -98*	-11%
- O=C1Nc2ccccc2N(C(=O)c2ccc3ccccc3c2)C1c1nc2ccccc2[nH]1 (stereo not given)
 : 351	67%[activator]
- COC(=O)C1=C(c2ccc(OCc3ccccc3)cc2)C[C@@H]2CC[C@H]1N2C(=O)NCc1ccc(OC)cc1
 : ?	-19%
- O=C(NCC1CCN(Cc2ccccc2)CC1)[C@H]1O[C@@H](n2ccc(=O)[nH]c2=O)[C@H](O)[C@@H]1O
 : 24	-2%
- CCCNC(=O)N(C)C[C@@H]1Oc2cc(C#C[C@H](C)O)ccc2S(=O)(=O)N([C@H](C)CO)C[C@H]1C
 : -15	3%
- CCOC(=O)c1ccccc1N/C=C/C(=O)c1ccccc1
 : 64	18%
- C[C@H]1CN([C@@H](C)CO)C(=O)CCCn2nncc2CO[C@@H]1CN(C)S(=O)(=O)c1cn(C)cn1
 : 5	-14%
- CC(=O)c1cccc(NC(=O)C2CCCN2S(=O)(=O)c2cccs2)c1 (stereo not given)
 : -2	6%
- COc1ccccc1OCCCN1CCC(C(O)(c2ccccc2)c2ccccc2)CC1
 : -19	-9%
- O=C(OCc1ccccc1)N1C=CC2CC1c1c(Cl)cccc12 (stereo not given)
 : -8	16%
- CN(/N=C/c1ccccc1)C(=S)c1ccccc1
 : 4	-20%
- COc1ccc(NC(=S)N2Cc3ccccc3-n3nncc3C2)c(OC)c1
 : -28	-5%
- O=C(NCc1ccco1)c1ccc(-c2ccc3nccn3c2)cc1
 : 16	-4%
- CCOC(=O)C(=O)N(C)c1c(CC)nc2c(OCc3ccccc3)cccn12
 : 8	9%
- CC1CCC2[C@@H](C)C(=O)OC3O[C@]4(C)CCC1C32OO4 (stereo not given in full)
 : 16	-7%
- CN(Cc1ccccc1)C(=O)c1cccc(NC(=O)Cc2ccc(NC(=O)C3CCN(C(=O)C4CCC4)CC3)cc2)c1
 : -23	2%
- O=c1[nH][nH]c2c1[C@H](c1ccc(F)cc1)O[C@H](CCC(F)(F)F)C2
 : -2	96%[activator]
- COc1cccc(NC(=S)NC(=O)Cc2ccccc2)c1
 : 23	19%
- CC1(C(=O)NS(=O)(=O)c2ccc(F)cc2F)CCN1C(=O)Cc1ccccc1Cl (stereo not given)
 : -6	4%
- CCOC(=O)CC1(C)Sc2ccccc2N1S(=O)(=O)c1ccc(C)cc1 (stereo not given)
 : -20	18%
- CCCCNC1=CC(=O)C(NCCCC)=CC1=O
 : 41	?
- CCCC(=O)N1CCC1(C)C(=O)Nc1ccc(OC)c(OC)c1 (stereo not given)
 : -27	3%
- CCOC(=O)c1c(NC(=O)COC(=O)c2ccc(Cl)nc2)sc(C)c1C
 : 5	0%

Profiles as entered above:
`O=c1[nH][nH]c2c1[C@H](c1ccc(F)cc1)O[C@H](CCC(F)(F)F)C2` across the screens: HCMV inh = -2; AMA1-RON2 inh = 96%[activator]
`CN(Cc1ccccc1)C(=O)c1cccc(NC(=O)Cc2ccc(NC(=O)C3CCN(C(=O)C4CCC4)CC3)cc2)c1` across the screens: HCMV inh = -23; AMA1-RON2 inh = 2%
`COc1cccc(NC(=S)NC(=O)Cc2ccccc2)c1` across the screens: HCMV inh = 23; AMA1-RON2 inh = 19%
